# ERAP1 HTS inh: human ERAP1 aminopeptidase inhibitors, primary screen, biochemical, single point, plate reader; Endoplasmic reticulum aminopeptidase 1 (Homo sapiens), Q9NZ08; recombinant ERAP1, Leu-AMC fluorescence, 60 min; inhibition, % at 10.7 µM; hit rate 0.15% among 340,000; AID 652197, 2013;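 active = mean replicate inhibition of at least 30%, or all replicates individually reaching that 30% level; inactive = mean below 30% and not every replicate reaching it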;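 note: 0% = neutral control wells and 100% = L-leucinethiol positive control wells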
# Target sequence (Q9NZ08 whole entry, looked up): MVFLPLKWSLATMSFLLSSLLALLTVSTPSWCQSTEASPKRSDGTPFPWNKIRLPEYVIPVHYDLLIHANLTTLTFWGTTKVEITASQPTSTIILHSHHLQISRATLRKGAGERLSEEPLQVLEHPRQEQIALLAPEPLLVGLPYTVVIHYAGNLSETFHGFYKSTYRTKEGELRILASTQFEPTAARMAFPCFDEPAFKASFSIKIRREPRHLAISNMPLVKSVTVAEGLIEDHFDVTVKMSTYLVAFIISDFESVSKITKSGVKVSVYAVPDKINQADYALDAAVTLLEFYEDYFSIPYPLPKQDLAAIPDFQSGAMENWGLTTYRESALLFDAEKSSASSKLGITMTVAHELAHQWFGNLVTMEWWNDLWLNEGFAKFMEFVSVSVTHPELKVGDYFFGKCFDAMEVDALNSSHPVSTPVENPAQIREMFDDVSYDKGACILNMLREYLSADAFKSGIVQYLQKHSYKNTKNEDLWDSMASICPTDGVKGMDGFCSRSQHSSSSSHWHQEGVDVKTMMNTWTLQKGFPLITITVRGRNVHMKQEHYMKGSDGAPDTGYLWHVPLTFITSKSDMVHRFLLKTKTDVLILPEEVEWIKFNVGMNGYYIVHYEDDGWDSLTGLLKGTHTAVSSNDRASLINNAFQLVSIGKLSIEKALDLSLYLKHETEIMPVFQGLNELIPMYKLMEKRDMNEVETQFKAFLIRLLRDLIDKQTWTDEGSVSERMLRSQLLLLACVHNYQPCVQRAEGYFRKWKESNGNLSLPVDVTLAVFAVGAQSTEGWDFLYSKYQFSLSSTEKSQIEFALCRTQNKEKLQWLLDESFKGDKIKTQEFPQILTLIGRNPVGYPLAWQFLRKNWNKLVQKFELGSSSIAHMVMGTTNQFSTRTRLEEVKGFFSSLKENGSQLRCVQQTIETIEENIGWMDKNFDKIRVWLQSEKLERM
# LGR2 antag: inhibitors of bursicon-induced LGR2 CRE-luciferase signal, primary screen, cell-based, HEK293, CRE-luciferase reporter, bursicon stimulation. hit rate 0.35% among 380,000. inhibition, % at 9.99 µM. Drosophila bursicon receptor LGR2 (rickets). bursicon-stimulated, 4 h;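 active = drop in luminescence signal, shown as inhibition above about 50% in the replicate tests, limit read from the data, passing the limit was not always enough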;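 note: agonist challenge used bursicon conditioned medium at about half maximal strength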
# S100A4 MyoIIA: inhibitors of S100A4-myosin IIA peptide binding, primary screen, biochemical, fluorescence polarization, TAMRA-MyoIIA peptide; inhibition, % at 10.7 µM; hit rate 0.14% among 360,000; AID 652163, 2013; Protein S100-A4 (Homo sapiens), P26447;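 active = mean inhibition of at least 70% across replicates, with every replicate also reaching that level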
# Target sequence (P26447 whole entry, looked up): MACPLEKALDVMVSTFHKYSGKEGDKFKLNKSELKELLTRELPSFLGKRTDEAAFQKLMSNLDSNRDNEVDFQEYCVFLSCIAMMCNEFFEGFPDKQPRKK
#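 Material: S100A4 monomer protein / Buffer or medium: 50 mM HEPES pH 7.2, 10 mM CaCl2, 100 mM KCl / Times: 5 min incubation before reading / Benchmarks: neutral control DMSO, positive control TFP / Reagent: labelled myosin peptide probe, 5 nM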
# C2C12 statin: suppressors of statin myotoxicity in C2C12 myotubes, primary screen, cell-based, single point, plate reader; C2C12 myotubes + simvastatin, ATP luminescence, 48 h; scaled: DMSO 0, geranylgeraniol control 100; rescue of ATP level, % at 7.49 µM; hit rate 0.78% among 330,000; AID 602340, 2012;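 active = mean ATP rescue above about 67%, or every replicate alone reaching that limit, limit read from the data, passing the limit was not always enough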;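 note: myotubes were challenged with 10 µM simvastatin during compound exposure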
# SIRT5 block: SIRT5 desuccinylase inhibitors, primary screen, biochemical, fluorescence imaging, single point, set 5; Purified SirT5, succinyl-peptide AMC, trypsin-coupled fluorescence; inhibition, % at 15 µM; hit rate 1.1% among 330,000; in the data active = inhibition above about 15%
# Cneo AK release: Cryptococcus neoformans cell lysis inducers, primary screen, AK release luminescence, single concentration; AID 651654, 2012; lysis activity, % at 15 µM; C. neoformans lysis, adenylate kinase release luminescence, 4 h; normalised: neutral wells 0, clomiphene wells 100; hit rate 0.2% among 360,000;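 active = mean lysis activity across replicates of at least 80%, whatever share of replicates individually reach that level; inactive = mean lysis activity below 80%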
#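 Test system: log-phase Cryptococcus neoformans yeast cells; Quantity: yeast cell density of 5 × 10^6 cells/mL; Buffer or medium: YPD; Doses: single compound concentration per well; Timing: 4 h at 37 °C static, read 1 h later; Measured by: AK luminescence; Read-out basis: lysis from increased AK signal; Control set: Clomiphene as positive control.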
# PGC1a acetyl inh: inhibitors of PGC1a acetylation signal, primary screen, cell-based, U2OS, AlphaScreen, inhibitor mode. AlphaScreen anti-acetyl-lysine; with virally co-expressed GCN5 acetyltransferase. AID 651687, 2012. inhibition, % at 15.6 µM. hit rate 0.17% among 350,000;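 active = every replicate shows inhibition of at least 40%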;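 note: 0% = neutral control wells and 100% = positive control wells; some results beyond the cut were filed as inactive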
# Xi reactivation: activators of inactive X chromosome reactivation, primary screen, imaging, XiGFP fibroblasts, GFP high-content imaging, set 2 | XiGFP mouse fibroblasts, % GFP-positive cells imaging, 3 d; cells co-treated with 5-aza-dC sensitizer; scaled so ellipticine positive control = 100% | activation, % at 7.58 µM | hit rate 0.055% among 360,000 | AID 743238, 2013;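 active = mean normalized replicate activation at least 10% and every replicate at or above 10%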;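 note: 0% = median of on-plate neutral control wells and 100% = ellipticine 6 µM median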
#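 assay system = SV40-immortalized XiGFP fibroblast cells, line 68-5-11 | buffer or medium = DMEM plus 5-aza-dC sensitizer | doses = single-point pinned compound dosing | times = 3-day compound exposure, then 15 min fixation at room temperature | benchmarks = positive control ellipticine, 6 µM final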
# * = called active by the depositor; nt = not tested or not shown.
SMILES,ERAP1 HTS inh,LGR2 antag,S100A4 MyoIIA,C2C12 statin,SIRT5 block,Cneo AK release,PGC1a acetyl inh,Xi reactivation
CN(CC(=O)Nc1cccc(F)c1)C(=O)c1cc(-c2cccs2)nn1-c1ccccc1,1,9,7,-1,-3,0,nt,-0.1
CCCC#Cc1cnc2c(c1)C(=O)N([C@@H](C)CO)C[C@@H](C)[C@H](CN(C)Cc1ccc(F)cc1)O2,0,-1,-19,20,0,2,-29,-0.8
COc1ccccc1S(=O)(=O)N1CC[C@H]2[C@H](CO)Nc3ccc(-c4ccc(F)cc4)cc3[C@H]21,0,2,0,5,3,-12,5,0.0
O=C(CN1CCN(Cc2ccccc2)CC1)c1ccc(Br)cc1,3,12,-2,39,-3,0,1,nt
O=S1(=O)CCOC[C@H](Cc2ccccc2)N1Cc1ccccc1Br,2,1,1,-7,-1,-1,-1,0.0
Cc1ccnc(NS(=O)(=O)c2ccc(NC(=O)CCc3ccccc3)cc2)n1,0,12,-7,5,2,-1,nt,0.2
COc1ccc2c3c([nH]c2c1)[C@H](CO)N(S(C)(=O)=O)CC31CN(C(=O)c2ccncc2)C1,0,8,-3,nt,nt,nt,5,0.2
COc1ccc(NC(=O)N(C)C[C@H]2OCCCC[C@H](C)Oc3ccc(NS(=O)(=O)c4cn(C)cn4)cc3C(=O)N([C@@H](C)CO)C[C@H]2C)cc1,0,-17,-3,nt,-2,-3,4,-0.1
COc1cccc(C(=O)CC(=O)C(=O)Nc2cc(Cl)c(OC)cc2OC)c1,5,-31,-2,4,-4,-1,-3,0.0
O=C(COc1ccccc1)Nc1ccc(C(=O)N2CCCC2)cc1,-2,-10,-4,nt,-1,1,-15,0.1
CCC(=O)N1CCCCN2[C@H](C1)[C@H](c1ccc(-c3ccc(F)cc3)cc1)[C@@H]2CO,1,-3,-1,11,2,2,-10,0.2
Cc1noc(C)c1S(=O)(=O)Nc1ccc2c(c1)C(=O)N([C@H](C)CO)C[C@@H](C)[C@@H](CN(C)C(=O)NC1CCCCC1)OCCCC[C@H](C)O2,2,23,-3,-147,1,2,nt,-0.7
CS(=O)(=O)Nc1ccc(C2=NN(C(=O)c3ccccc3)C(c3cccs3)C2)cc1 (stereo not drawn),0,-7,1,-12,-2,-1,-5,0.1
CCCc1nc2sc3c(c2c(=O)n1NC(=O)c1ccco1)CC(C)(C)OC3,2,nt,-7,nt,1,2,-1,0.2
Cc1ccc2c(c1)-n1c(nc3cc(Cl)ccc3c1=O)C(CC(C)C)NC2=O (stereo not drawn),2,5,-2,nt,-6,nt,nt,0.1
COc1ccc(CN2C(=O)c3cccnc3C2=O)cc1S(=O)(=O)NCc1ccco1,2,10,0,4,-2,0,0,-0.1
Cc1ccc(-n2cccc2/C=C2\C(=N)N3N=C(C(C)C)SC3=NC2=O)cc1,1,-28,-4,2,3,1,0,0.0
CN(C)C(=O)c1cccc(-c2ccc3c(c2)[C@H]2[C@H](CCN2C(=O)C2CCC2)[C@H](CO)N3)c1,nt,11,6,nt,8,nt,-4,0.1
O=C(CN1C(=O)NC2(CCCc3ccccc32)C1=O)NC1CCCCC1 (stereo not drawn),2,1,13,-9,16*,-1,6,0.6
CCCn1c(N)c(N(CCOC)C(=O)CSCC(=O)Nc2ccc(C)cc2)c(=O)[nH]c1=O,1,-25,-1,-1,0,-1,5,0.3
C[C@H]1CN([C@@H](C)CO)C(=O)c2cccc(NC(=O)CCCCCC(=O)Nc3ccccc3N)c2O[C@H]1CN(C)C(=O)Nc1cccc2ccccc12,1,-12,67,nt,nt,nt,-15,-1.0
CNc1nc(Cl)nc2c1ncn2-c1ccccc1,-1,-51,-2,-2,nt,-1,4,0.1
CO[C@@H]1CN(C)C(=O)c2cc(NC(=O)C3CCC3)ccc2OC[C@@H](C)N(C(=O)CN(C)C)C[C@@H]1C,3,9,-5,11,1,6,-8,0.0
CCOc1ccc2nc(SCC(=O)NCC3CCCO3)sc2c1 (stereo not drawn),2,-24,-3,3,-3,1,-3,0.1
CCN(CC)CCN(C(=O)c1ccc2c(c1)CCCC2)c1nc2ccc(F)cc2s1,1,1,3,-2,-6,nt,-6,0.0
CCCN(CCC)CCNC(=O)c1cc2c(=O)n(C)c3ccccc3c2n1C,nt,-8,1,-4,nt,4,-5,0.0
CC(C)(c1cc(Cl)c(O)c(CN2CCOCC2)c1)c1cc(Cl)c(O)c(CN2CCOCC2)c1,2,5,0,-3,nt,1,3,0.0
COc1cc(-c2noc(C)c2C#Cc2nccn2C)cc(OC)c1OC,0,-6,-3,-10,3,3,-7,0.0
COCCNS(=O)(=O)c1cc(Br)ccc1OC,nt,-5,nt,24,nt,-3,-2,nt
COc1ccc2[nH]c(=O)c(CN(C(=O)c3cccnc3)c3ccc(C)c(C)c3)cc2c1,nt,3,11,nt,-2,nt,2,0.0

# Looked up above.
# CS(=O)(=O)Nc1ccc(C2=NN(C(=O)c3ccccc3)C(c3cccs3)C2)cc1 (stereo not drawn) in S100A4 MyoIIA is entered as 1
# O=C(CN1CCN(Cc2ccccc2)CC1)c1ccc(Br)cc1 in PGC1a acetyl inh is entered as 1

# Later entries:
SMILES,ERAP1 HTS inh,LGR2 antag,S100A4 MyoIIA,C2C12 statin,SIRT5 block,Cneo AK release,PGC1a acetyl inh,Xi reactivation
Clc1ccccc1Cc1noc(CN2CCN(Cc3ccccn3)CC2)n1,-7,-1,3,3,1,1,4,0.0
CCOC(=O)C1(CCOc2ccccc2)CCN(Cc2cc(OC)c(O)cc2Cl)CC1,1,-16,-3,38,1,-1,-26,0.0
CCN1CCN(c2cc(C)c3cc(NC(=O)Cc4ccc(OC)c(OC)c4)ccc3n2)CC1,-3,6,2,nt,-5,-3,-1,0.1
OC(COc1ccc(OCC(O)CN2CCCCC2)cc1)CN1CCCCC1 (stereo not drawn),4,-10,-33,-8,-3,2,nt,0.2
Cc1ccc([C@H]2C[C@@H](n3cc(COC(=O)c4ccccc4)nn3)[C@H](O)CN2C(=O)c2cccs2)cc1,nt,3,-5,11,-2,nt,-27,0.0
OC(CNCC1(N2CCCCC2)CCCCC1)COc1ccc(Cl)cc1Cl (stereo not drawn),2,15,-2,nt,-1,nt,-18,0.0
Cc1noc(C)c1/C=N/Nc1ccc2ccccc2n1,0,-43,0,-2,-5,-2,0,-0.1
CN(C)S(=O)(=O)c1cccc(NC(=O)CN2C(=O)NC(Cc3ccccc3)C2=O)c1 (stereo not drawn),2,1,8,0,-1,-2,5,0.0
CN(C)S(=O)(=O)N1CCC(CO)(CCc2ccccc2)CC1,1,-7,-3,nt,-1,nt,nt,0.2
COc1cc(C(=O)NNC(=O)CCOc2ccccc2)cc(OC)c1OC,-6,-5,3,nt,-3,nt,nt,0.2
O=C(/C=C/c1ccc(F)cc1)N1CCN(S(=O)(=O)/C=C/c2ccccc2)CC1,2,17,0,nt,-3,nt,-5,0.0
O=[N+]([O-])c1ccc(CSc2ccc(-c3ccccn3)nn2)cc1,1,-2,17,0,-2,nt,-2,-0.3
COc1ccccc1NC(=O)Nc1ccc2c(c1)C(=O)N(C)C[C@@H](OC)[C@H](C)CN[C@@H](C)CO2,4,15,6,-31,-1,-3,1,0.0
CN(C)C(=O)c1ccc(-c2ccc3c(c2)[C@@H]2[C@@H](CCN2C(=O)c2ccc(F)cc2)[C@H](CO)N3C)cc1,0,-6,6,9,2,-7,6,0.1
CCCCNC(=O)c1ccc(CS(=O)(=O)c2ccc(C)cc2)o1,-1,19,-5,-4,-3,-2,-5,0.2
COCC#Cc1ccc([C@H]2[C@@H](CO)N3C(=O)CN(C(=O)C4CCC4)C[C@@H]23)cc1,1,0,-3,nt,5,nt,6,-0.1
CCC(C)NC(=O)COC(=O)c1ccc(Cl)cc1O (stereo not drawn),-3,-25,0,nt,-4,nt,nt,0.0
COc1cccc(NC(=O)COC(=O)Cc2ccc(Br)cc2)c1,-3,2,-4,nt,0,nt,nt,0.1
COc1ccc(/C=N/NC(=O)CNC(=O)/C=C/c2ccco2)cc1OC,3,-5,1,11,0,0,nt,0.0
CC1CN(C(C)C(=O)NC(c2ccccc2)c2ccccc2)CC(C)O1 (stereo not drawn),-4,12,0,13,1,2,-1,0.0
CC(OC(=O)C1COc2ccccc2O1)C(=O)c1ccccc1 (stereo not drawn),-1,12,-2,4,0,8,8,0.3
CCOCC(=O)Nc1ccc(S(=O)(=O)NCC2CCCO2)cc1 (stereo not drawn),0,13,1,4,0,-3,-22,0.0
CCCN1[C@@H]2c3ccc(-c4cccnc4)c(=O)n3C[C@@H]2[C@@H](CO)[C@@H]1C(=O)NC1CCCC1,-3,-8,4,nt,3,nt,2,0.4
COc1cc(NC(=O)c2ccc(NC3=NC4CS(=O)(=O)CC4S3)cc2)cc(OC)c1 (stereo not drawn),1,-2,6,6,1,-1,nt,-0.1
COc1ccc(NC(=O)c2c([N+](=O)[O-])c(C(C)(C)C)nn2C)cc1,-5,-9,0,nt,-1,-1,-6,0.0
C[C@]12CC[C@H](OC(=O)CCC(=O)O)CC1=CCC1C2CC[C@@]2(C)C1CC[C@@H]2N (stereo partly drawn),-2,nt,-5,-6,nt,1,3,0.0
C[C@H]1CN([C@@H](C)CO)C(=O)c2cc(C3=CCCC3)cnc2O[C@H]1CN(C)C(=O)c1ccccn1,-4,9,39,23,-4,0,12,-0.7
C[C@@H]1CCCCO[C@H](CN(C)C(=O)c2ccncc2)[C@@H](C)CN([C@H](C)CO)C(=O)c2cc(N(C)C)ccc2O1,nt,12,nt,-9,nt,nt,3,0.2
Cc1ccc(CN2CC(C(=O)N3CC(C)CC(C)C3)CC2=O)cc1 (stereo not drawn),-1,0,2,12,-3,1,nt,0.0
O=C(Nc1ccc(C2CCCCC2)cc1)C1CCCN(c2ncccn2)C1 (stereo not drawn),1,-2,1,-24,-1,-1,4,nt
Cc1cc(C(=O)Nc2cccc3c2O[C@H](CN(C)S(=O)(=O)c2ccccc2)[C@H](C)CN([C@@H](C)CO)C3=O)n(C)n1,0,-10,-5,0,7,-62,-2,-0.1
COc1cc(OC)cc(C(=O)N2CCN(Cc3ccc4c(c3)OCO4)CC2)c1,1,-7,-2,3,nt,-2,7,0.4
CN(C)CC#Cc1ccc([C@H]2[C@H]3CN(CC4CCOCC4)CCCCN3[C@H]2CO)cc1,-1,-7,-6,-5,-1,-1,8,0.2

# 2 records drawn at random from the list so far, as already listed:
SMILES,ERAP1 HTS inh,LGR2 antag,S100A4 MyoIIA,C2C12 statin,SIRT5 block,Cneo AK release,PGC1a acetyl inh,Xi reactivation
COc1cc(OC)cc(C(=O)N2CCN(Cc3ccc4c(c3)OCO4)CC2)c1,1,-7,-2,3,nt,-2,7,0.4
COc1cc(NC(=O)c2ccc(NC3=NC4CS(=O)(=O)CC4S3)cc2)cc(OC)c1 (stereo not drawn),1,-2,6,6,1,-1,nt,-0.1

# A portion of the library. The share of hits here may be higher or lower than overall.
